PLK1 PBD block = blocks phosphopeptide binding to human PLK1 polo-box domain | 360,000 tested, 2.8% active | Plk1 PBD binding of FITC phosphopeptide, fluorescence polarization | P53350 | Potency, µM, for inactives: max response, negative = inhibition, most hits filed as inhibitors | AID 720504; note: potency is the fitted concentration of half-maximal effect; series mostly up to about 57 µM; % is set by controls: 0 for no effect and ±100 for the full control effect; nearly all actives have a fitted effect of over 65% in size
WRN helicase inh = WRN helicase (human) inhibition | WRN helicase unwinding, fluorescent forked duplex, kinetic | AID 651768 | 360,000 tested, 0.46% active | Potency, µM (doses to about 114 µM), for the others: at the top dose activity change, negative = inhibition, hits mostly inhibitors; note: potency is the fitted concentration of half-maximal effect; % is set by controls: 0 for no effect and ±100 for the full control effect; nearly all actives have a fitted effect of over 55% in size
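Screening of the MLSMR collection measured strand separation of a quenched forked DNA duplex (100 nM) by 20 nM WRN with 2 mM ATP, all final. Compounds were preincubated with enzyme 15 min at room temperature.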
Abeta rescue = restores growth of yeast expressing A-beta42 peptide; yeast expressing A-beta42, growth rescue, OD600, 48 h; response scale: 0% DMSO, 100% iron-clioquinol control; Potency, µM (doses to about 46.1 µM), without a hit: at the top dose growth rescue, actives largely listed as activators; 410,000 tested, 0.063% active; note: potency is the fitted concentration of half-maximal effect; nearly all actives have a fitted effect of over 55% in size
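Yeast growth medium received pinned compounds, then yeast cells expressing toxic A-beta were added; plates incubated at 30 C for 48 hr. Growth read as absorbance at 600 nm, normalized to DMSO and equimolar FeCl3 plus clioquinol controls.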
PI5P4Ka inh = inhibitors of human PI5P4K alpha; P48426; PI5P4Kalpha enzyme, ADP-Glo luminescence, 60 min; stronger effect = lower value; max response, %; 330,000 tested, 1.2% active; AID 652105; active = max response of -50% or lower; inconclusive = between -30% and -50%; inactive = -30% or higher; note: value at the top dose of about 77 µM; % is set by controls: 0 for no effect and ±100 for the full control effect
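Single end-point luminescence (ADP-Glo) quantified ADP from PI5P4Kalpha turnover; ATP 5 microM final, 1 h at RT, 0.1% CHAPS and 0.28 mM EGTA in HEPES pH 7.4.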
FUS suppressor = FUS proteinopathy suppression in yeast; AID 1347120; 390,000 tested, 0.24% active; Potency, µM (highest dose often 76.6 µM), for the others: top-dose growth rescue (activation), usual class: activators; S. cerevisiae FUS-expressing, growth rescue, OD600, 24 h;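 note: potency is the fitted concentration of half-maximal effect; plate controls were DMSO vehicle for no effect and reference control for full effect; nearly all actives have a fitted effect of over 55% in size; some results filed as inactive show a strong effect at the top dose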
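FUS-expressing yeast, raffinose-pregrown, induced in 2% galactose minimal medium at OD 0.005; compounds in a dilution series, 24hr at 30C. Growth restoration read as absorbance at 600 nm. CP55940 positive control, DMSO negative.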
EPAC1 antagonist = antagonists of human EPAC1. AID 720709. Potency, µM (top dose mostly 115 µM), inactives show top-dose activity change, negative = inhibition, actives largely listed as inhibitors. EPAC1 GEF assay, Rap1b-BODIPY-GDP exchange fluorescence. 360,000 tested, 0.14% active;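 note: potency is the fitted concentration of half-maximal effect; plate controls were vehicle for no effect and positive control for full effect; nearly all actives have a fitted effect of over 50% in size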
Target sequence (O95398 whole entry, looked up): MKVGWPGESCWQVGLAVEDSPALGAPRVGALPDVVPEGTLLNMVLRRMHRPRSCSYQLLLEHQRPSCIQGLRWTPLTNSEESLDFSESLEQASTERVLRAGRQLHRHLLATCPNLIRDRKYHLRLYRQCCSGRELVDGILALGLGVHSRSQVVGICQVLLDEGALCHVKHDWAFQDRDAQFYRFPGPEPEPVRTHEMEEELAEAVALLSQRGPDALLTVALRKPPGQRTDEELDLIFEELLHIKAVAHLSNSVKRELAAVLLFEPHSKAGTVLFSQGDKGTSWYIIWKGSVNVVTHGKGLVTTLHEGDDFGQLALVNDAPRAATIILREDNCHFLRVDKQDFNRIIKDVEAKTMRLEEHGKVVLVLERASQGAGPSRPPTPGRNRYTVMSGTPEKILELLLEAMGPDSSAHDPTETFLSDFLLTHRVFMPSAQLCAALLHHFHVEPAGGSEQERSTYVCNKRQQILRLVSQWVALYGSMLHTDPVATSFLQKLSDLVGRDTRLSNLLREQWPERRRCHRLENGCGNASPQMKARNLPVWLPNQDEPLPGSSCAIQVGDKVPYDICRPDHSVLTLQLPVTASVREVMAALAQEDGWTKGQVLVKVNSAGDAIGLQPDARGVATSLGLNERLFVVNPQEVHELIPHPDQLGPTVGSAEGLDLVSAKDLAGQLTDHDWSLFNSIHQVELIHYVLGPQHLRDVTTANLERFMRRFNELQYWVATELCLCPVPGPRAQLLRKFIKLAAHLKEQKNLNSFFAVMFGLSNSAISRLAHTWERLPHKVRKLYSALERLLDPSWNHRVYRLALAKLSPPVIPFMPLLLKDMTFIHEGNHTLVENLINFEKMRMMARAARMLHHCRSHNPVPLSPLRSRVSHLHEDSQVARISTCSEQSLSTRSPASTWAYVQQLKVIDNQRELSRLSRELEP
IL-2 act = activates IL-2 in a cell-based reporter assay; IL-2 activation reporter assay, cell-based qHTS; stimulated with anti-CD3/CD4/CD28 beads; in transgenic mouse T cells; activation, % (series mostly up to about 46 µM); 360,000 tested, 0.065% active; AID 652025; in the data active = activation above about 50%; inconclusive = mostly about 30% to 49%; note: 0% is about no effect
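Screening format: compound pinned onto unstimulated transgenic mouse T cells, 60 min incubation, then anti-CD3/anti-CD4/anti-CD28 bead stimulation for 18 hours at 37 degrees C, followed by EGFP and DsRed detection.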
EPAC1 ag = activates human EPAC1 exchange factor | Potency, µM (doses to about 154 µM), for the others: at the highest dose activation, most hits filed as activators | EPAC1 agonist qHTS, biochemical assay; response scale: 100% = response to 6.5 mM cAMP | 360,000 tested, 0.073% active; note: potency is the fitted concentration of half-maximal effect; nearly all actives have a fitted effect of over 60% in size
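Normalized to 6.5 mM cAMP, activity reflects EPAC1-catalysed release of BODIPY-GDP from Rap1B, followed kinetically over 30 min at 480 nm excitation, 540 nm emission. Reaction contained 100 nM EPAC1, 250 nM Rap1B-BODIPY-GDP, 50 uM GDP.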
* = called active by the depositor; ? = inconclusive; · = not tested or not shown; & = joins results of further samples; [ ] = dose if it differs, or a comment. Unless noted, calls come from the whole dose curve; as a rule, active = well fitted curve in the direction sought with a large enough effect; inconclusive = small, poorly fitted or top-dose-only effect, or another doubt; inactive = no such curve, though single readings can be large; an effect the other way counts as inactive or inconclusive.

smiles,PLK1 PBD block,WRN helicase inh,Abeta rescue,PI5P4Ka inh,FUS suppressor,EPAC1 antagonist,IL-2 act,EPAC1 ag
CCC(=O)c1ccc(N2CCN(C(=O)c3cc([N+](=O)[O-])ccc3N3CCN(C)CC3)CC2)c(F)c1,-6%,2%,-4%,·,23%,12%,-0.3,-4%
Cc1cccc(OC(=O)CN2C(=O)C3C4CCC(C4)C3C2=O)c1C (stereo unspecified),-2%,0%,?,·,27%,0%,-0.7,0%
Cn1c(=O)c2c(nc(SCC(=O)NCc3ccc4c(c3)OCO4)n2Cc2ccccc2)n(C)c1=O,-12%,2%,15%,5,-4%,9%,0.2,11%
Cc1ccc(CN(C(=O)c2csnn2)C(C(=O)NC2CCCC2)c2cccnc2)cc1 (stereo unspecified),0%,-8%[57.1 µM],-6%,2,-18%,0%,0.3,-14%
CCCN(Cc1cc2cc(OC)ccc2[nH]c1=O)C(=O)c1ccco1,?,4%,-9%,-24,4%,-27%,-2.0,3%
CC[C@H](C)/C=C/C1=CC2=C(Cl)C(=O)[C@@]3(C)OC(=O)C(C(=O)[C@H](C)[C@@H](C)O)=C3C2=CO1,6µM*,?,-79%[inhibitor],-81*,24%,50µM*,-1.5,-21%
CC(C)CCNC(=O)NC(=O)CN1C(=O)NC2(CCCCC2)C1=O,-26%,4%,9%,-1,32%,2%,0.2,-2%
Cc1csc(=O)n1CC(=O)OCC(=O)NCc1ccc(F)cc1,2%,-9%,9%,-6,-8%,6%,-2.8,4%
Cc1nsc2nc3c(F)c(F)c(F)c(F)c3cc12,-3%,10%,-22%,0,-30%,3%,-3.4,-6%
COc1ccccc1C(=O)NC(=Nc1nc2ccccc2o1)NC(=O)c1ccccc1OC,0%,4%,-2%,-1,-11%,0%,-0.7,-5%
Cc1ccc(CN2CCN(c3ncccn3)CC2)c(C)c1,-19%,0%,-3%,2,0%,-13%,-2.7,5%
CC(=O)Nc1ccc(NC(=O)C/C(C)=N/NC(N)=S)cc1,1%,0%,26%,6,-11%,1%,-0.1,-5%
CC(C)c1ccccc1NC(=O)Nc1nc(C(N)Cc2ccc(C(F)(F)F)cc2)cs1 (stereo unspecified),-2%,-7%,2%,-28,28%,?,-0.9,-29%
CN1CCC[C@@H]1CCO[C@](C)(c1ccccc1)c1ccc(Cl)cc1,3%,0%,-7%,-15,-12%,-22%,-0.7,-1%
CC(C)C[C@@H]1Cc2[nH][nH]c(=O)c2[C@H](C(C)C)O1,-10%,-11%,-1%,8,28%,-9%,1.1,-27%
Nc1c(C(=O)N/N=C/c2ccccc2Cl)oc2nc(-c3ccccc3)cc(-c3ccco3)c12,-11%,3%,-8%,-23,22%,-22%,9.6,5%
NC(=O)CC(NC(=O)c1ccc(Br)cc1)c1ccc(N2CCN(c3ccccc3)CC2)c([N+](=O)[O-])c1 (stereo unspecified),-1%,-4%,-1%,3,?,4%,-0.3,-4%
Cc1cccc(NC(=O)C2CC(=O)N(c3ccc4c(c3)OCCO4)C2)n1 (stereo unspecified),-6%,15%,-15%,-1,-16%,-17%,-0.6,0%
CC(c1ccccc1)N1CCc2[nH]c(=S)[nH]c(=O)c2C1 (stereo unspecified),-12%,9%,-24%,-1,5%,7%,-1.2,-1%
COc1ccc(/C=C2\COc3ccccc3C2=O)c(OC)c1,-12%,-2%,-31%[inhibitor],1,13%,-18%,-0.3,9%
CC1CCN(S(=O)(=O)c2ccc3c(c2)oc(=O)n3CC(=O)N2c3ccccc3CC2C)CC1 (stereo unspecified),-16%,-2%,7%,0,?,-22%,-2.6,-36%[inhibitor]
CCN(C(=O)CSc1nc2cc(Cl)ccc2c(=O)n1CC(C)C)C1CCS(=O)(=O)C1 (stereo unspecified),-12%,-12%,9%,-6,5%,1%,0.1,-2%
CCOc1ccc(CCNC(=O)c2ccc(C)c(S(=O)(=O)N3CCOCC3)c2)cc1OCC,?,5%,-4%,-3,·,-4%,-1.4,6%
Cc1ccc(S(=O)(=O)N2CCCCC2)cc1C(=O)Nc1ccc(S(=O)(=O)Nc2ncccn2)cc1,-28%,?,0%,?,21%,-11%,0.1,2%
CC(C)[C@H](NC(=O)c1ccc(Cl)c([N+](=O)[O-])c1)C(=O)NCc1ccc(F)cc1,-8%,4%,-10%,-6,·,-7%,-4.3,-5%
CCCc1[nH]c2ccc(C(=O)OC)cc2c1CCC,-7%,2%,13%,4,-1%,-20%,-0.6,-9%
COc1ccc(OCCN(C)CC(=O)Nc2c(C)cccc2C)cc1,1%,-14%,-12%,-7,13%,-1%,0.1,-1%
COc1cccc(Cn2c3ccc(NC(=O)Cc4ccccc4C)cc3c(=O)n2C)c1,6%,-6%,-1%,-2,6%,-20%,-0.5,-8%
CC(=O)N1CCc2cc(S(=O)(=O)NC(C(=O)NC3CCCc4ccccc43)C(C)C)ccc21 (stereo unspecified),?,-15%,-7%,-4,11%,11%,0.1,-5%
COc1cccc(Cn2cnc3c([N+](=O)[O-])c(C)c(C)cc32)c1,-10%,-4%[57.1 µM],10%,-1,-2%,-18%,-1.0,-1%
CC(C)(C)C(=O)Nc1ccc(Oc2ccc3c(c2)C(=O)N(c2ccc(O)cc2)C3=O)cc1,-5%,-10%,11%,·,?,2%,-2.6,2%
Cc1ccccc1-n1c(SCC(=O)Nc2c(C)cccc2C)nc(O)cc1=O,-2%,-8%,-6%,2,36%,7%,-0.3,0%
O=C(CSc1nc2[nH]c(=O)cc(O)c2s1)Nc1ccc(Br)cc1,-5%,-1%,-12%,-52*,21%,-26%,1.5,-5%
CCN(CC)CCNC(=O)c1cn(CC)c2cc(N3CCN(C)CC3)c(F)cc2c1=O,-10%,7%,-1%,1,-31%,-5%,2.0,-4%
Cc1ccc(NC(=O)COC(=O)C2CCC2)cc1S(=O)(=O)N1CCCCC1,-13%,1%,6%,-8,37%,-19%,-2.4,1%
Cc1ccc(F)c(S(=O)(=O)NC(=O)C2(C)CCN2C(=O)C2(c3ccc(Cl)cc3)CC2)c1 (stereo unspecified),1%,0%[57.1 µM],-3%,-1,21%,-20%,-0.6,-11%
Cc1occc1-c1nnc(SCC(=O)N2CCOCC2)n1Cc1ccco1,-5%,6%,-7%,-10,-4%,9%,-2.0,0%
O=C(c1ccc(S(=O)(=O)N2CCCC2)cc1)N1CCCCC1,-7%,-4%,2%,-2,14%,-5%,-2.9,7%
CCc1nc(N2CCCC2)c(C#N)c2c1CCCC2,-3%,-3%,4%,-1,-3%,0%,0.7,2%
COc1ccc(OC)c(NC(=O)C2CCN(S(=O)(=O)c3ccc4c(c3)CC(C)N4C(C)=O)CC2)c1 (stereo unspecified),-11%,1%,2%&-1%,-14,2%&4%,?,-0.7,-2%
CCCNC(=O)C1(C)CCCN(Cc2cccn2C)C1 (stereo unspecified),-4%,-3%,-14%,0,-10%,0%,0.8,8%
COc1cccc2cc(C(=O)N(Cc3cccs3)CC3CCCO3)c(=O)oc12 (stereo unspecified),-6%,-4%,9%,-1,2%,-22%,-0.5,8%
COc1ccc(COC(=O)NNC(=O)c2ccccc2Cl)cc1,-3%,-9%,16%,-2,3%,-9%,-0.2,4%
CC(C)OC(=O)CSc1nc2c(c(C3CC=CCC3)c1C#N)CCC2 (stereo unspecified),?,-3%,4%,·,-2%,10%,-1.7,2%
Cc1cc(C)n(-c2ccc(C(=O)O)cc2[N+](=O)[O-])n1,0%,0%,4%,4,14%,-2%,-0.4,7%
O=C(O)CCCCCNS(=O)(=O)c1ccc(Cl)cc1,-5%,7%,-5%,·,8%,16%,-2.6,-2%
Cc1cc(C)cc(NC(=O)c2nccnc2C(=O)O)c1,-14%,2%,-3%,2,5%,-4%,-3.4,-9%
CCN(CC(=O)NCCc1ccccc1)S(=O)(=O)c1ccc(C)cc1,-1%,-5%,30%,1,·,-16%,-0.7,-6%
CC(C)(C)S(=O)(=O)c1cnc2c(-c3ccc(Cl)cc3)cnn2c1N,-3%,3%,14%,6,-3%,-1%,1.2,0%
O=C(CN1CCN(Cc2ccc(Cl)cc2)CC1)N/N=C/C=C/c1ccccc1[N+](=O)[O-],-1%,-11%,-8%,0,·,1%,-0.3,-7%
C[C@H](NC(=O)c1ncn2c1C(=O)NC[C@@H]2C)c1ccccc1,2%,8%,-4%,-8,-11%,14%,-1.5,-11%
Cc1occc1-c1nnc(SCC(=O)N2CCOCC2)o1,1%,1%,20%,1,5%,10%,-1.8,0%
O=C(O)C1CC=CCC1C(=O)Nc1cccc(Cl)c1 (stereo unspecified),-1%,7%,-4%,9,18%,15%,0.9,-6%
Cc1ccnc2nc(C(=O)Nc3nnc(-c4ccc(Cl)cc4)o3)nn12,-18%,-9%[11.6 µM],-2%,0,21%,-19%,0.3,-1%
CC(=O)Nc1ccc(NC(=O)C(C)OC(=O)c2cccc(S(=O)(=O)N3CCCCCC3)c2)cc1 (stereo unspecified),3%,8%,0%,-3,·,-4%,0.3,-19%
Cc1cc(C)nc(NS(=O)(=O)c2ccc(NC(=O)CCC3COc4ccccc4O3)cc2)n1 (stereo unspecified),-9%,-22%,12%,0,8%,-15%,-0.3,7%
Cc1ccccc1NC(=O)C1CCN(S(=O)(=O)c2cccs2)CC1,18%,-4%,-21%,5,9%,-8%,1.1,10%

Not a hit list (roughly 4.1% active in at least one column).
